# Pol beta inh: qHTS Assay for Inhibitors of DNA Polymerase Beta. 340,000 tested, 1.3% active. P06746. Pol beta primer extension/strand displacement, fluorescence kinetic. AID 485314, 2010. Potency, µM (doses to about 114 µM), without a hit: at the top dose activity change, negative = inhibition, usual class: inhibitors; note: potency is the fitted concentration of half-maximal effect; % is set by controls: 0 for no effect and ±100 for the full control effect
#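 Curves were derived by four-parameter Hill fits of normalized qHTS data. The kinetic fluorescent primer-extension read was taken at 0 and 10 min after 50 nM substrate, following a 15 min room-temperature preincubation of 10 nM enzyme with compounds.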
# Tb PGK inh: qHTS Assay to Find Inhibitors of Phosphoglycerate Kinase; Phosphoglycerate kinase, glycosomal (Trypanosoma brucei brucei), P07378; AID 602233, 2012; PGK/GAPDH coupled, Kinase-Glo luminescence, 60 min; Potency, µM (highest dose often 57.5 µM), for the others: at the highest dose activity change, negative = inhibition, hits mostly inhibitors; 380,000 tested, 0.043% active; note: potency is the fitted concentration of half-maximal effect; % is set by controls: 0 for no effect and ±100 for the full control effect; nearly all actives have a fitted effect of over 60% in size
#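 Recombinant glycosomal PGK reaction used 1,3-bisphosphoglycerate generated in-well by GAPDH (100nM final) in 100mM TEA pH 7.6, 5mM MgCl2, 0.01% Tween-20. After 60 minutes at room temperature, ATP was read by Kinase-Glo Plus luminescence end-point.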
# Anesthetic bind: qHTS Assay for Identification of Novel General Anesthetics. Ferritin light chain (Equus caballus), P02791. apoferritin/1-aminoanthracene competitive binding, fluorescence. Potency, µM (titrated, usually from 77.5 µM), for the others: top-dose activity change, negative = displacement, usual class: inhibitors. 350,000 tested, 0.074% active; note: potency is the fitted concentration of half-maximal effect; % is set by controls: 0 for no effect and ±100 for the full control effect; nearly all actives have a fitted effect of over 20% in size
# Target sequence (P02791 2-175 limits assumed): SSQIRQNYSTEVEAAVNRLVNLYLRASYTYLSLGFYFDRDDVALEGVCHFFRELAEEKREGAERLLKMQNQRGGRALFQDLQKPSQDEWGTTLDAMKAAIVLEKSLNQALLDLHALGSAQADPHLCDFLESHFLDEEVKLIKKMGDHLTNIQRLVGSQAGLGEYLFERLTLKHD
#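 Read-out: endpoint 1-AMA fluorescence, excitation 380 nm and emission 535 nm, after compounds sit 10 min at room temperature with 10 uM horse-spleen apoferritin in 50% saturated 1-AMA/PBS. Values come from four-parameter Hill fits.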
# Pol kappa inh: qHTS for Inhibitors of Polymerase Kappa | 400,000 tested, 0.53% active | Potency, µM (top dose mostly 107 µM), for the others: top-dose activity, negative = inhibition, usual class: inhibitors | DNA polymerase kappa (Homo sapiens), Q9UBT6 | purified Pol kappa, fluorescent DNA synthesis assay, 10 min; note: potency is the fitted concentration of half-maximal effect; % is set by controls: 0 for no effect and ±100 for the full control effect
#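 50 nM final substrate added after 15 min RT preincubation of 10 nM Pol kappa with compound; fluorescence read at 0 and 10 min.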
# Pol iota inh: qHTS for Inhibitors of Polymerase Iota; DNA polymerase iota (Homo sapiens), Q9UNA4; AID 588590, 2011; 390,000 tested, 1% active; Pol iota fluorescent replication assay, 10 min; Potency, µM (top dose mostly 115 µM), inactives show at the top dose activity, negative = inhibition, usual class: inhibitors; note: potency is the fitted concentration of half-maximal effect
#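 Pol iota at 10 nM preincubated 15 min with compounds at room temperature; reaction started with fluorescent substrate, 50 nM final. Fluorescence read kinetically at 0 and 10 min; buffer-only wells as negative control.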
# BLM helicase inh: qHTS Assay for Inhibitors of Bloom's syndrome helicase (BLM); RecQ-like DNA helicase BLM (Homo sapiens), P54132; recombinant BLM DNA unwinding, fluorescence dequenching; Potency, µM (top dose mostly 56.1 µM), inactives show at the top dose activity change, negative = inhibition, hits mostly inhibitors; 350,000 tested, 0.2% active; AID 2528, 2010;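 note: potency is the fitted concentration of half-maximal effect; plate controls were vehicle for no effect and no enzyme for full effect; nearly all actives have a fitted effect of over 35% in size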
# POLH inh: qHTS for Inhibitors of Polymerase Eta. recombinant Pol eta, fluorescent DNA replication assay. Potency, µM (series often up to 114 µM), without a hit: at the highest dose activity change, negative = inhibition, actives largely listed as inhibitors. 390,000 tested, 1.2% active; note: potency is the fitted concentration of half-maximal effect; % is set by controls: 0 for no effect and ±100 for the full control effect
# Target sequence (Q9Y253 whole entry, looked up): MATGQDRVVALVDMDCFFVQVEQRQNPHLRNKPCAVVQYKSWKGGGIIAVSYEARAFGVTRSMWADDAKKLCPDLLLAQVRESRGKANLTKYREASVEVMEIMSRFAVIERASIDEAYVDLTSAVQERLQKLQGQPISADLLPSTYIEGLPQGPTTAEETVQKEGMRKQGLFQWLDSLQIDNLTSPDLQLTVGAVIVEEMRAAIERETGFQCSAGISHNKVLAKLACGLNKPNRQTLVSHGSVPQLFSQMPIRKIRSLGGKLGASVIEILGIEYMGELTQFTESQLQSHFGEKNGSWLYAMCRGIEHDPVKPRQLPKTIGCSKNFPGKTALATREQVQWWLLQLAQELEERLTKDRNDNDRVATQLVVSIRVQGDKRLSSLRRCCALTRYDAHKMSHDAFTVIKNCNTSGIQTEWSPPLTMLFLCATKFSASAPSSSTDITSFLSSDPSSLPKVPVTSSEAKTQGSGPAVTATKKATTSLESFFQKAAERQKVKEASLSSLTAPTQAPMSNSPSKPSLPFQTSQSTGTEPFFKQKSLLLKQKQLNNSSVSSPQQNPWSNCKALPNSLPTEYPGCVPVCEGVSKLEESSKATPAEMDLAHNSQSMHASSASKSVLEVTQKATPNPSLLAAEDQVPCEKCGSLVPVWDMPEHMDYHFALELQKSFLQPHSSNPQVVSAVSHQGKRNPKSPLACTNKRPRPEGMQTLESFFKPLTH
#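 Fluorescent replication assay: 50 nM final substrate added after a 15 min room-temperature compound preincubation with 10 nM enzyme. Signal taken at 0 min and again at 10 min.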
# APEX1 inh: qHTS Assay for Inhibitors of the Human Apurinic/apyrimidinic Endonuclease 1 (APE1); DNA repair nuclease/redox regulator APEX1 (Homo sapiens), P27695; recombinant APE1, TAMRA/BHQ-2 abasic DNA cleavage fluorescence; 350,000 tested, 0.35% active; Potency, µM (titrated, usually from 65.8 µM), without a hit: top-dose activity change, negative = inhibition, hits mostly inhibitors; AID 2517, 2012;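 note: potency is the fitted concentration of half-maximal effect; plate controls were vehicle for no effect and reference inhibitor for full effect; nearly all actives have a fitted effect of over 55% in size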
#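 Substrate: short duplex with […] THF abasic site, 5'-TAMRA and 3'-BHQ-2, 50 nM final. APE1 at 0.75 nM, preincubated 15 min RT with compound. Fluorescence increase from first to third read measured activity.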
# RXFP1 antagonist: qHTS Assay for Antagonists of the Relaxin Receptor RXFP1 | AID 1259400, 2018 | activity change, negative = inhibition, % at 57.5 µM | Relaxin receptor 1 (Homo sapiens), Q9HBX9 | HEK293-RXFP1, relaxin-stimulated cAMP HTRF, 30 min; hits give low values | 350,000 tested, 0.59% active;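 active = activity change of -60% or lower, but not beyond a set lower limit; inconclusive = change between -60% and -40%, or beyond the set limit; inactive = change above -40%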; note: % is set by controls: 0 for no effect and ±100 for the full control effect
# * = called active by the depositor; i = inactive; ? = inconclusive; / = no result given; [ ] = remark or other dose. Unless noted, calls come from the whole dose curve; as a rule, active = well fitted curve in the direction sought with a large enough effect; inconclusive = small, poorly fitted or top-dose-only effect, or another doubt; inactive = no such curve, though single readings can be large; an effect the other way counts as inactive or inconclusive. Only part of the results is shown; count on the stated rates, not on these rows.
SMILES,Pol beta inh,Tb PGK inh,Anesthetic bind,Pol kappa inh,Pol iota inh,BLM helicase inh,POLH inh,APEX1 inh,RXFP1 antagonist
COc1ccc(CCCNC(=O)C2CCC(=O)N(Cc3ccccc3F)C2)cc1 (stereo not drawn),-2%,i,1%,-3%,4%,1%,-1%,44%,-2
C=CCSc1nc(=O)n2ccc(C)cc2n1,?,2%,-14%,-31%,?,-21%,?,-5%,9
CC(C)CNC(=O)CO/N=C/c1ccccc1Cl,13%,-2%,-13%,2%,99%[activator],2%,-14%,-3%,-21
Cc1ccc(CN(c2ccc(C(=O)NCc3cccnc3)cc2)S(C)(=O)=O)cc1,15%,-8%,-18%,-21%,-1%,0%,-8%,-4%,10
Cc1ccc(OCCOc2ccc(Br)cc2)c([N+](=O)[O-])n1,-1%,-4%,4%,-15%,2%,-1%,-16%,-1%,-7
c1ccc(CNc2c3c(nc4ncnn24)CCC3)cc1,34%,0%,-1%,6%,32%[activator],1%,-20%,16%,-5
CN(C)C(CNC(=S)Nc1ccccc1)c1cccnc1 (stereo not drawn),4%,-7%,-6%,-1%,19%,2%,-5%,3%,-5
Cc1ccc(CSc2nc3ccccc3c(=O)n2Cc2ccco2)cc1,-9%,i,6%,-19%,-5%,-7%,-2%,22%,1
O=C(c1cccc(S(=O)(=O)N2CCc3ccccc32)c1)N1CCN(c2ccccc2)CC1,/,1%,/,-6%,-5%,/,-6%,-3%,-7
C=CC(=O)Nc1cccc(Oc2ccnc3[nH]ccc23)c1,/,7%,/,-14%,?,/,?,/,/
O=C1CC(c2ccccc2Cl)Cc2c1cnn2-c1nc2ccccc2s1 (stereo not drawn),0%[57.1 µM],/,-8%,/,/,5%,/,20%,/
CC(C)(C)NC(=O)C(c1ccccc1)N(Cc1cccs1)C(=O)c1csnn1 (stereo not drawn),-7%,-2%,-8%,-6%,0%,-1%,-18%,-3%,3
COC(=O)c1cc(NC(=O)CC2NCCNC2=O)cc(C(=O)OC)c1 (stereo not drawn),18%,-7%,-8%,-5%,26%,0%,-3%,-17%,8
COc1cccc(NC(=O)N2CCN(c3nnnn3-c3ccccc3)CC2)c1,22%,i,-2%,10%,19%,-5%,-6%,16%,-4
COc1ccc(C(=O)CSc2nc3ccc([N+](=O)[O-])cc3[nH]2)cc1,19%[57.1 µM],-2%,?,-15%,18%,-5%,-20%,-6%,?
CCCCC1(C(=O)OCC)CC(CN2CCOCC2)OC1=O (stereo not drawn),9%,5%,-3%,2%,11%,2%,-10%,2%,-1
COc1cc(C(=O)N2CCN(S(=O)(=O)c3cccc(F)c3)CC2)ccc1OCC(=O)N1CCOCC1,/,-3%,/,-3%,-5%,/,-8%,21%,-12
COc1cc(CCCN2C(=O)C(=O)NC[C@@H]2CCCCN)cc(OC)c1OC,-24%,-4%,3%,-2%,-8%,2%,2%,?,/
Cc1cc(Nc2nc3ccccc3nc2Cl)n(-c2ccccc2C)n1,15%,-14%,-14%,-8%[60.1 µM],24%,-7%,-16%,4%,-11
Cc1ccccc1NC(=O)CSc1nc2c(oc3ccccc32)c(=O)n1-c1ccccc1F,9%,7%,-8%,-19%,10%,-7%,-14%,/,/
O=c1ccn([C@@H]2O[C@H](CNS(=O)(=O)c3cc4ccccc4s3)[C@@H](O)[C@H]2O)c(=O)[nH]1,/,i,/,-4%,58%[activator],/,0%,/,/
O=C(CNC(=O)N1CC(=O)Nc2ccccc21)NCCc1cccc(F)c1,-1%,-2%,-3%,-10%,-9%,4%,13%,-4%,11
NC(=O)C1CCN(C(c2ccccc2Cl)c2nnnn2CC2CCCO2)CC1 (stereo not drawn),-11%,-2%,-9%,-6%,-5%,1%,-14%,2%,1
COc1ccc(S(=O)(=O)Nc2cc3c(cc2N2CCOCC2)n(C)c(=O)n3C)cc1,2%,i,-7%,17%,14%,-1%,-19%,/,-7
O=C(NCCNC(=O)c1cc(Cl)ccc1Cl)c1ccccn1,9%,-3%,-9%,-5%,-15%,-2%,-5%,-13%,-4
# Next records follow.
SMILES,Pol beta inh,Tb PGK inh,Anesthetic bind,Pol kappa inh,Pol iota inh,BLM helicase inh,POLH inh,APEX1 inh,RXFP1 antagonist
COC(=O)CSc1nc(SCc2ccccc2Cl)nc2c1CCCC2,-15%,0%,30%[activator],-12%,-1%,-6%,-4%,-6%,-12
CCCN1CCN(C(=O)c2ccc(CS(=O)c3ccc(Cl)cc3)o2)CC1 (stereo not drawn),-1%,-8%,-4%,13%,5%,-3%,-17%,87%[activator],-5
CCN(C(=O)c1ccc(Cl)cc1[N+](=O)[O-])c1ccccc1C,12%,-3%,?,7%,16%,-1%,-12%,0%,0
c1n[nH]c(NC2=NCCC2)n1,-7%,-1%,-12%,7%,-2%,1%,-12%,3%,8
COc1ccc(CSc2nc(C)cc(=O)[nH]2)cc1Br,1%,-10%,0%,3%,-11%[58.9 µM],-1%,-5%,22%,-1
CC(OC(=O)COc1ccccc1[N+](=O)[O-])C(=O)Nc1ccc(N2CCOCC2)cc1 (stereo not drawn),-16%,-3%,-6%,3%,2%,-3%,-20%,1%,3
O=C(c1cc(F)ccc1F)C1CCCN(C(=O)c2cccs2)C1 (stereo not drawn),14%,1%,?,-1%,24%,-2%,-18%,3%,2
CC(OC(=O)c1ccc(Cl)c(S(=O)(=O)Nc2ccc(F)cc2)c1)C(=O)NC(N)=O (stereo not drawn),?,1%,-7%,-7%,0%,-1%,4%,0%,3
COc1ccc(OC(C)C(=O)N2CCCc3ccccc32)cc1 (stereo not drawn),60%,-1%,-9%,-1%,29%,-2%,-4%,-1%,13
CCn1cc(C(=O)NCc2ccccc2Cl)cn1,-3%,-3%,-7%,-8%,71%[activator],0%,6%,9%,0
CCc1cc(=O)oc2c(C)c(OCC(=O)N3CCC[C@@H]3C(=O)O)ccc12,1%,-2%,-3%,11%,-24%,-1%,-16%,8%,/
O=C1CN(C(=O)c2ccccc2C(=O)O)c2ccccc2N1,34%,5%,-1%,-5%,92%[activator],2%,3%,11%,4
O=C(NCc1ccc2c(c1)CCN2C(=O)c1ccc(F)cc1)c1c(F)cccc1F,-28%,-5%,-10%,-6%[60.1 µM],9%,0%,-28%,/,-13
C=CCSc1nc2sc(C)c(C)c2c(=O)n1CC=C,3%,0%,-5%,-1%,1%,-4%,-10%,-6%,-22
O=C(c1cccn1-c1nnc(N2CCCC2)s1)N1CCN(c2ccccc2)CC1,12%,-12%,5%,-1%,17%,1%,-16%,/,2
CN(c1ccc(C(=O)Nc2cccc(O)c2)cc1)S(=O)(=O)c1ccccc1,24%,-1%,-11%,-16%,17%,-13%,-28%,22%,-22
CCOc1ccc(-c2noc(CSc3nnc(Cc4ccccc4)n3-c3cccc(C)c3)n2)cc1,18%,-5%,41%[activator],1%,?,-8%,-15%,/,-32
Cc1csc(SCC(=O)N(C)C2CCS(=O)(=O)C2)n1 (stereo not drawn),/,1%,/,8%,45%[activator],/,-8%,23%,14

# An excerpt from above in order of length of the SMILES, high to low.
SMILES,Pol beta inh,Tb PGK inh,Anesthetic bind,Pol kappa inh,Pol iota inh,BLM helicase inh,POLH inh,APEX1 inh,RXFP1 antagonist
CC(OC(=O)COc1ccccc1[N+](=O)[O-])C(=O)Nc1ccc(N2CCOCC2)cc1 (stereo not drawn),-16%,-3%,-6%,3%,2%,-3%,-20%,1%,3
CCOc1ccc(-c2noc(CSc3nnc(Cc4ccccc4)n3-c3cccc(C)c3)n2)cc1,18%,-5%,41%[activator],1%,?,-8%,-15%,/,-32
O=C(NCc1ccc2c(c1)CCN2C(=O)c1ccc(F)cc1)c1c(F)cccc1F,-28%,-5%,-10%,-6%[60.1 µM],9%,0%,-28%,/,-13

# 5 compounds drawn at random from the list so far, as already listed:
SMILES,Pol beta inh,Tb PGK inh,Anesthetic bind,Pol kappa inh,Pol iota inh,BLM helicase inh,POLH inh,APEX1 inh,RXFP1 antagonist
CCn1cc(C(=O)NCc2ccccc2Cl)cn1,-3%,-3%,-7%,-8%,71%[activator],0%,6%,9%,0
Cc1csc(SCC(=O)N(C)C2CCS(=O)(=O)C2)n1 (stereo not drawn),/,1%,/,8%,45%[activator],/,-8%,23%,14
O=C(c1cccn1-c1nnc(N2CCCC2)s1)N1CCN(c2ccccc2)CC1,12%,-12%,5%,-1%,17%,1%,-16%,/,2
COc1ccc(CSc2nc(C)cc(=O)[nH]2)cc1Br,1%,-10%,0%,3%,-11%[58.9 µM],-1%,-5%,22%,-1
CC(OC(=O)c1ccc(Cl)c(S(=O)(=O)Nc2ccc(F)cc2)c1)C(=O)NC(N)=O (stereo not drawn),?,1%,-7%,-7%,0%,-1%,4%,0%,3

# Complete entries as entered above. Values in the order: Pol beta inh	Tb PGK inh	Anesthetic bind	Pol kappa inh	Pol iota inh	BLM helicase inh	POLH inh	APEX1 inh	RXFP1 antagonist
# Listed for COc1ccc(OC(C)C(=O)N2CCCc3ccccc32)cc1 (stereo not drawn) : 60%	-1%	-9%	-1%	29%	-2%	-4%	-1%	13
# Listed for c1n[nH]c(NC2=NCCC2)n1 : -7%	-1%	-12%	7%	-2%	1%	-12%	3%	8
